Bioassay records deposited in PubChem by several laboratories.
bIAP inhibitor: blocks bovine intestinal alkaline phosphatase activity | purified bovine IAP, CDP-star luminescence, 30 min | inhibition, % at 20 µM | 190,000 tested, under 10 active | AID 1019;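 active = over 50% inhibition of intestinal alkaline phosphatase at 20 µM in the single-dose screen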
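Assay system: bovine IAP enzyme; medium: DEA buffer 100 mM, pH 9.8, with MgCl2 1.0 mM, ZnCl2 0.02 mM; doses: 20 µM single dose; incubation: enzyme reaction for 30 min at room temperature; detection: CDP-star luminescence signal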
L major viab: Leishmania major promastigote growth inhibition | inhibition, % at 10 µM | Leishmania major promastigotes, resazurin fluorescence viability | 200,000 tested, 9% active | AID 1063; in the data active = inhibition above about 50%;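 note: promastigotes grown with compound for 44 hours at 28 °C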
TR-FRET SRC-2 ct: flags TR-FRET format artefacts in PPARgamma SRC-2 recruitment agonist screen | AID 1049 | TR-FRET artefact counter-screen; hits give high values | TR-FRET ratio at 8 µM | 200,000 tested, 0.4% active; in the data active = TR-FRET ratio above about 2000; note: inactives centre near 1500; reference of the scale not given here
RAM network inh: inhibitors of the yeast RAM network. S. cerevisiae dse1pr::URA3 reporter, 5-FOA growth OD615, 2 d; analog-sensitive cbk1-as2 kinase mutant strain. inhibition, % at 50 µM. 190,000 tested, 1.8% active. AID 868;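 active = inhibition above a set limit, 3 SD over mean compound inhibition, cut at about 8.4% in these data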;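 note: 0% = DMSO-only wells with no growth and 100% = 10 µM 1-NA-PP1 full growth; inhibition rescues growth on 5-FOA so higher OD means more RAM inhibition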
Redox H2O2 prof: compounds producing H2O2 with reducing agent – biochemical, NIH compound library profiling, artefact control for MLSCN library redox annotation, primary screen | DTT-dependent redox cycling H2O2, phenol red/HRP absorbance; 100% = 100 µM peroxide control, 0% = buffer | activation, % at 10 µM | 200,000 tested, 0.03% active;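 active = activation of at least 50% relative to the plate's high and low controls in the primary single-dose screen; inactive = activation below 50%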;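 note: compound incubated with DTT at 0.8 mM final as the reducing agent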
ROMK mod: modulators of human ROMK potassium channel | 130,000 tested, 2% active | Tet-inducible ROMK, thallium flux fluorescence; actives lie on both sides | P48048 | B-score at 10 µM;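 active = signal ratio slope over the read window, or its plate-corrected B-score, at least 3 SD from the plate mean, either direction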;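 note: B-score of the F/F0 ratio slope over 7 to 12 s after thallium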
Target sequence (P48048 whole entry, looked up): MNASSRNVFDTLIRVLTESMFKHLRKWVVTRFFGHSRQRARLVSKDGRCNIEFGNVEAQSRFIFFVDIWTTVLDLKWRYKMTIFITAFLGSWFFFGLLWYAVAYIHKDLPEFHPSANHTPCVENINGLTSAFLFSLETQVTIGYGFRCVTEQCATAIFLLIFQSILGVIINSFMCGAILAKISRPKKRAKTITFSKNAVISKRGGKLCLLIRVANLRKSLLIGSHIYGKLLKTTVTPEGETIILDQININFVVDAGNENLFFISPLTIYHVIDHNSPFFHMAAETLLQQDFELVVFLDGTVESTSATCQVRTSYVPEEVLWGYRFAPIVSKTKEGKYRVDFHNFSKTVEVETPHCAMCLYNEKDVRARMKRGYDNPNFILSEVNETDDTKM
PPARg SRC-3 ag: promotes SRC-3 coactivator recruitment by human PPARgamma; 200,000 tested, 0.26% active; P37231; activation, % at 8 µM; biochemical PPARgamma/SRC-3 coactivator recruitment assay; in the data active = activation above about 23%;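 note: 0% = DMSO and 100% = reference agonist; some compounds past the cut are filed as inactive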
Target sequence (P37231 whole entry, looked up): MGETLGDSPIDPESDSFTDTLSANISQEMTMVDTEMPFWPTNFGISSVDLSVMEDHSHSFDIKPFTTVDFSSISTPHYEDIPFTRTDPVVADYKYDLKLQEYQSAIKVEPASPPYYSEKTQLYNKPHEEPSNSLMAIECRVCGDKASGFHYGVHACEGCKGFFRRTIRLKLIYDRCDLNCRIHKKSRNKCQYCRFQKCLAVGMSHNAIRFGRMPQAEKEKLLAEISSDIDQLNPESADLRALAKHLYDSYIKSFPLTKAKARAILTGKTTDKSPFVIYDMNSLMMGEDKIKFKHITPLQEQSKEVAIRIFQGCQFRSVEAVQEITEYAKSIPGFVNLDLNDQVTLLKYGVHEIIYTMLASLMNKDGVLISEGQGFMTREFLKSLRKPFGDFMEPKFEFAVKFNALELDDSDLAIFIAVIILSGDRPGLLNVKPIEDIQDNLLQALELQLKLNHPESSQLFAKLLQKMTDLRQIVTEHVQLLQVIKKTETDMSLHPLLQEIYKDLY
PPARg SRC-2 ag: promotes SRC-2 coactivator recruitment by human PPARgamma | P37231 | PPARgamma LBD-SRC-2 recruitment, biochemical | activation, % at 8 µM | 200,000 tested, 0.34% active | AID 1032; in the data active = activation above about 22%;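 note: 0% = vehicle and 100% = reference agonist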
S1P3 antag: S1P3 (human) receptor antagonism; Q99500; CHO S1P3 NFAT-BLA reporter, FRET fluorescence, antagonist mode; inhibition, % at 4.98 µM; 170,000 tested, 0.27% active; AID 485;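 active = inhibition above the plate cutoff, the mean inhibition of test wells on that plate plus 3 SD, cut at about 28% in these data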;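 note: cells challenged with S1P at its EC80 of 0.8 µM; blue over green emission ratio from cleaved BLA substrate after 4 h stimulation; 0% = S1P-stimulated wells and 100% = unstimulated DMSO-only wells; some compounds past the cut are filed as inactive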
Efa HMGR inh: blocks class II HMG-CoA reductase of Enterococcus faecalis; purified E. faecalis HMGR, NADPH absorbance 340 nm kinetic; inhibition, % at 10 µM; 190,000 tested, 0.41% active;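 active = inhibition above a set limit, the median over all tested compounds plus 3 SD, cut at about 9.5% in these data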;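 note: enzyme runs in reverse so mevalonate oxidation gives rising NADPH absorbance; 0% = complete reaction with DMSO and 100% = background rate lacking mevalonate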
PPARg SRC1 recr: promotes SRC-1 coactivator recruitment by human PPARgamma | P37231 | PPARgamma-SRC-1 coactivator recruitment biochemical assay | activation, % at 8 µM | 200,000 tested, 0.41% active | AID 631; in the data active = activation above about 19%;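 note: 0% = DMSO and 100% = reference agonist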
* hit, by the source's call.

Screening CCOC(=O)c1c(NC(=O)CN(CC)CC)sc2c1CCN(C(=O)OCC)C2 returned bIAP inhibitor -2, L major viab 9, TR-FRET SRC-2 ct 1400, RAM network inh 0.3, Redox H2O2 prof -0.4, PPARg SRC-3 ag 0, PPARg SRC-2 ag 8, S1P3 antag 20, Efa HMGR inh -2 and PPARg SRC1 recr 2.
For COc1c(C)cc(C(=O)C2CCCN(C(=O)c3cccc(F)c3)C2)cc1C (centres undefined) the results were bIAP inhibitor 3, L major viab -4, TR-FRET SRC-2 ct 1592, RAM network inh 1.1, Redox H2O2 prof -1.8, ROMK mod 0.15, PPARg SRC-3 ag 0, PPARg SRC-2 ag 4, S1P3 antag -3, Efa HMGR inh -5 and PPARg SRC1 recr 2.
`CCc1nnc(NC(=O)CCC(=O)N2CCN(Cc3ccc(Cl)cc3)CC2)s1` gave bIAP inhibitor -10, L major viab -5, TR-FRET SRC-2 ct 1437, RAM network inh 0.4, Redox H2O2 prof 2.5, ROMK mod -0.067, PPARg SRC-3 ag -2, PPARg SRC-2 ag 3, S1P3 antag -13, Efa HMGR inh -3 and PPARg SRC1 recr 4.
Screening Cc1cccc(N/N=C(\C=N\N)C(=O)c2ccc(Br)cc2)c1 returned bIAP inhibitor 15, L major viab 13, TR-FRET SRC-2 ct 1565, RAM network inh 0.0, Redox H2O2 prof -0.1, ROMK mod 0.11, PPARg SRC-3 ag 4, PPARg SRC-2 ag 6, S1P3 antag 0, Efa HMGR inh -2 and PPARg SRC1 recr 4.
Screening N#C/C(=N/O)c1nc(-c2ccc(F)cc2)cs1 returned bIAP inhibitor 19, L major viab -7, TR-FRET SRC-2 ct 1401, RAM network inh -1.5, Redox H2O2 prof 0.0, ROMK mod -1.6, PPARg SRC-3 ag 1, PPARg SRC-2 ag 7, S1P3 antag -3, Efa HMGR inh -2 and PPARg SRC1 recr 2.
COC(=O)c1cccc(N(C(=O)c2cnccn2)C(C(=O)NC2CCCCC2)c2cn(C)nc2C)c1 (centres undefined) was read as bIAP inhibitor 7, L major viab -2, TR-FRET SRC-2 ct 1525, RAM network inh 0.8, Redox H2O2 prof 2.2, PPARg SRC-3 ag 7, PPARg SRC-2 ag 1, Efa HMGR inh -2 and PPARg SRC1 recr 2.
`Cc1cc(NC(=O)c2noc3c2CCCCC3)no1` gave bIAP inhibitor 2, L major viab -1, TR-FRET SRC-2 ct 1592, RAM network inh 0.3, Redox H2O2 prof -0.2, PPARg SRC-3 ag 0, PPARg SRC-2 ag 6, S1P3 antag -26, Efa HMGR inh -1 and PPARg SRC1 recr 3.
Screening CCOC(=O)C(NS(=O)(=O)c1ccc(Br)cc1)C(C)C (centres undefined) returned bIAP inhibitor 3, L major viab -1, TR-FRET SRC-2 ct 1608, RAM network inh 3.0, Redox H2O2 prof 0.2, ROMK mod 0.029, PPARg SRC-3 ag 7, PPARg SRC-2 ag 4, Efa HMGR inh 4 and PPARg SRC1 recr 10.
FC(F)(F)c1ccc(N2CCN(c3ncnc4c3nnn4Cc3ccccc3Cl)CC2)cc1 was read as bIAP inhibitor 8, L major viab -1, TR-FRET SRC-2 ct 1623, RAM network inh 4.0, Redox H2O2 prof 1.1, ROMK mod -0.045, PPARg SRC-3 ag 13, PPARg SRC-2 ag 3, Efa HMGR inh 5 and PPARg SRC1 recr 1.
Screening O=C(CCc1nnc(COc2ccccc2)o1)NCc1ccc(Cl)s1 returned bIAP inhibitor 8, L major viab 0, TR-FRET SRC-2 ct 1528, RAM network inh 0.2, Redox H2O2 prof 0.7, ROMK mod 1.2, PPARg SRC-3 ag -1, PPARg SRC-2 ag 8, S1P3 antag 1, Efa HMGR inh -4 and PPARg SRC1 recr -6.
Screening CC(C)Cc1nnc(NC(=O)CCC(=O)N2CCN(S(=O)(=O)c3ccccc3)CC2)s1 returned bIAP inhibitor 21, L major viab 52*, TR-FRET SRC-2 ct 1529, RAM network inh 1.6, Redox H2O2 prof 0.2, ROMK mod 0.19, PPARg SRC-3 ag 4, PPARg SRC-2 ag 0, S1P3 antag -1, Efa HMGR inh 5 and PPARg SRC1 recr 4.
Screening NC(=O)c1cccn1Cc1cccc(Cl)c1 returned bIAP inhibitor 9, L major viab 3, TR-FRET SRC-2 ct 1582, RAM network inh 1.7, Redox H2O2 prof 8.8, ROMK mod 0.078, PPARg SRC-3 ag 7, PPARg SRC-2 ag 4, Efa HMGR inh -1 and PPARg SRC1 recr 0.
`CCc1ccc(N(C(=O)c2ccoc2C)C(C(=O)NC2CCCC2)c2ccc(OC)cc2)cc1` (centres undefined) gave bIAP inhibitor -1, L major viab 33, TR-FRET SRC-2 ct 1669, RAM network inh 6.0, Redox H2O2 prof 1.2, PPARg SRC-3 ag -1, PPARg SRC-2 ag 8, Efa HMGR inh -5 and PPARg SRC1 recr 1.
For Cc1cc(C)cc(OC2CCCCC2NS(=O)(=O)c2ccccc2)c1 (centres undefined) the results were L major viab -1, TR-FRET SRC-2 ct 1484, RAM network inh 7.5, Redox H2O2 prof -0.3, ROMK mod -0.45, PPARg SRC-3 ag 3, PPARg SRC-2 ag -5, S1P3 antag -9, Efa HMGR inh 5 and PPARg SRC1 recr 0.
For O=C(c1cccc(F)c1)N1CCN(S(=O)(=O)c2ccc(C(F)(F)F)cc2)CC1 the results were bIAP inhibitor 0, L major viab -2, TR-FRET SRC-2 ct 1509, RAM network inh 0.0, Redox H2O2 prof 2.0, PPARg SRC-3 ag 16, PPARg SRC-2 ag 1, S1P3 antag -7, Efa HMGR inh -1 and PPARg SRC1 recr -4.
For O=C1NC(=S)SC1=C1CCCC1 the results were bIAP inhibitor 13, L major viab -4, TR-FRET SRC-2 ct 1474, RAM network inh -1.5, Redox H2O2 prof -9.6, PPARg SRC-3 ag 2, PPARg SRC-2 ag 1, Efa HMGR inh 3 and PPARg SRC1 recr 12.
Screening COCCn1nnnc1C(c1cc2cc(OC)c(OC)cc2[nH]c1=O)N1CCN(c2ccc(O)cc2)CC1 (centres undefined) returned bIAP inhibitor 1, L major viab -2, TR-FRET SRC-2 ct 1657, RAM network inh 0.0, Redox H2O2 prof -0.6, ROMK mod 1.1, PPARg SRC-3 ag 3, PPARg SRC-2 ag -3, S1P3 antag -10, Efa HMGR inh 1 and PPARg SRC1 recr 7.
`Cc1nc2nc(C)c(CCC(=O)NCCC3=CCCCC3)c(C)n2n1` gave bIAP inhibitor 4, L major viab 7, TR-FRET SRC-2 ct 1486, RAM network inh 0.1, Redox H2O2 prof 1.3, PPARg SRC-3 ag 2, PPARg SRC-2 ag -3, S1P3 antag -10, Efa HMGR inh 1 and PPARg SRC1 recr 1.
`Cc1cc(=O)n(-c2ccc(O)cc2)[nH]1` gave bIAP inhibitor 8, L major viab 31, TR-FRET SRC-2 ct 1629, RAM network inh -0.7, Redox H2O2 prof 0.2, PPARg SRC-3 ag -1, PPARg SRC-2 ag 6, S1P3 antag -5, Efa HMGR inh 0 and PPARg SRC1 recr 1.
`COc1ccc(Cl)cc1-c1nc(-c2ccncc2)no1` gave bIAP inhibitor 13, L major viab 7, TR-FRET SRC-2 ct 1422, RAM network inh 3.9, Redox H2O2 prof 1.4, ROMK mod -0.019, PPARg SRC-3 ag -1, PPARg SRC-2 ag 0, Efa HMGR inh -3 and PPARg SRC1 recr -8.
COc1ccc(C2Nc3ccccc3C(=O)N2Cc2ccccc2)cc1COc1ccccn1 (centres undefined) was read as bIAP inhibitor -9, L major viab -4, TR-FRET SRC-2 ct 1504, RAM network inh 1.4, Redox H2O2 prof 0.9, PPARg SRC-3 ag 1, PPARg SRC-2 ag -3, Efa HMGR inh -7 and PPARg SRC1 recr -1.
COc1cccc(NC(=O)c2nn(C34CC5CC(CC(C5)C3)C4)cc2[N+](=O)[O-])c1 was read as bIAP inhibitor 14, L major viab 66*, TR-FRET SRC-2 ct 1803, RAM network inh 2.8, Redox H2O2 prof -4.7, PPARg SRC-3 ag 14, PPARg SRC-2 ag 3, Efa HMGR inh 6 and PPARg SRC1 recr -3.
`Cc1ccccc1N=CC=C1OC(C)(C)C(C)(C)O1` gave bIAP inhibitor -8, L major viab 3, TR-FRET SRC-2 ct 1479, RAM network inh 0.6, Redox H2O2 prof -0.2, ROMK mod 0.041, PPARg SRC-3 ag 2, PPARg SRC-2 ag 0, S1P3 antag 6, Efa HMGR inh -3 and PPARg SRC1 recr -5.
`O=C(CN1C(=O)C2C3c4ccccc4C(c4ccccc43)C2C1=O)N1CCOCC1` (centres undefined) gave bIAP inhibitor 3, L major viab -2, TR-FRET SRC-2 ct 1529, RAM network inh -0.2, Redox H2O2 prof -0.4, PPARg SRC-3 ag 0, PPARg SRC-2 ag 7, S1P3 antag -42, Efa HMGR inh -1 and PPARg SRC1 recr 5.
For CN(Cc1cn(C)c2ccccc12)C(=S)Nc1cc(F)cc(F)c1 the results were bIAP inhibitor 6, L major viab 74*, TR-FRET SRC-2 ct 1611, RAM network inh 2.1, Redox H2O2 prof 0.1, ROMK mod 0.25, PPARg SRC-3 ag 3, PPARg SRC-2 ag 3, S1P3 antag 2, Efa HMGR inh 5 and PPARg SRC1 recr 6.
CC(=O)Nc1nc2ccc(C(=O)NC3CCCCC3)cc2s1 was read as bIAP inhibitor 7, L major viab 1, TR-FRET SRC-2 ct 1614, RAM network inh 3.8, Redox H2O2 prof 0.6, PPARg SRC-3 ag 9, PPARg SRC-2 ag 9, Efa HMGR inh -5 and PPARg SRC1 recr 7.
`Cc1ccc(-c2cc(-c3ccccc3)nc(Cl)n2)cc1` gave bIAP inhibitor 10, L major viab -3, TR-FRET SRC-2 ct 1521, RAM network inh 9.4*, Redox H2O2 prof -7.5, PPARg SRC-3 ag 11, PPARg SRC-2 ag 7, Efa HMGR inh -4 and PPARg SRC1 recr 7.
CCn1c(Cc2ccccc2)nnc1SCC(=O)Nc1ccc(N2CCOCC2)c(Cl)c1 was read as bIAP inhibitor -3, L major viab -1, TR-FRET SRC-2 ct 1461, RAM network inh 2.6, Redox H2O2 prof 0.6, PPARg SRC-3 ag 4, PPARg SRC-2 ag -6, S1P3 antag 9, Efa HMGR inh -2 and PPARg SRC1 recr -4.
Screening O=C(Nc1cccc(C(F)(F)F)c1)c1cnc2n(c1=O)CCS2 returned bIAP inhibitor 6, L major viab -6, TR-FRET SRC-2 ct 1650, RAM network inh 4.2, Redox H2O2 prof -0.5, PPARg SRC-3 ag 7, PPARg SRC-2 ag 4, S1P3 antag -8, Efa HMGR inh -1 and PPARg SRC1 recr -1.
Screening COc1cccc(CN=CC2=C(O)CC(C)(C)CC2=O)c1OC returned bIAP inhibitor 6, L major viab -8, TR-FRET SRC-2 ct 1667, RAM network inh 2.2, Redox H2O2 prof 2.2, PPARg SRC-3 ag 3, PPARg SRC-2 ag 8, S1P3 antag -17, Efa HMGR inh -1 and PPARg SRC1 recr 10.

The order is random; about 13% have a hit in one of these screens.
